PMI inhibitors: MPI enzyme activity inhibition – biochemical, fluorescence intensity, coupled assay, primary screen (AID 1209); inhibition, % at 20 µM, or IC50 in µM where a hit was titrated; purified PMI enzyme, coupled fluorescence intensity; higher % means a stronger effect; hit rate 0.42% among 190,000; in the data active means inhibition above about 50%;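 further: plate controls were DMSO vehicle for no effect and wells lacking substrate for full effect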
T cell modulator: T cell immune modulation candidate; 2C CD8+ T cell-vesicle binding, flow cytometry; stronger effect = lower value; calls only at 7 µM; hit rate 0.068% among 330,000; AID 2052;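 active means response, share of CD8 T cells binding vesicles, and their 90th percentile fluorescence all below set limits, cut at about 80% in these data, passing the limit was not always enough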
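incubation = binding step 1.5 h, 37 °C, antibody labelling 20 min, ice | test system = 2C mouse CD8+ T cells | read-out basis = percent CD8+ FL2 mean versus row control | controls = Peptide-free naked vesicles (low) and QL9 vesicles with 0.7% DMSO vehicle (high) | detection = flow cytometry of vesicle-bound cells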
TNAP activators: stimulation of alkaline phosphatase TNAP activity – biochemical, luminescent, no phosphate acceptor, uHTS, primary screen (AID 1001); purified TNAP, luminescent activation assay, no phosphate acceptor; higher activation fold means a stronger effect; one-dose activation fold at 20 µM; EC50 in µM for titrated hits; hit rate 0.03% among 200,000; in the data active means activation fold from about 3, or a potency from the dose series; inactive means the rest, 99 in 100 with activation fold below about 1.6; further: many of its hits are not listed in these tables
MT stabilize HCS: stabilizes microtubules in HeLa cells. hit rate 0.83% among 200,000. % tubulin-high responders, % at 10 µM. AID 2205. HeLa tubulin immunostaining HCS, 24 h; share of cells brighter than vehicle mean+2SD;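 active means plate Z-score above 3 for both tubulin-high and condensed-nucleus cell shares, with cell loss under 80%, at 10 µM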;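 further: anti alpha tubulin signal scored within the nucleus-defined area of each cell; some results filed as inactive read as strong as hits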
Lipid droplet: modulators of hepatic lipid droplet formation | AID 1656 | inhibition, % at 6.5 µM | hit rate 0.4% among 240,000 | AML12 mouse hepatocytes, oleate lipid droplets, BODIPY imaging;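 active means lipid droplet intensity inhibited by at least 50%, with more than 500 cells counted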
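System: AML12 hepatocytes (mouse). Probe or stimulus: oleic acid at 100 µM to induce lipid droplet formation. Times: overnight treatment with compound plus oleate. Detection: Image-based BODIPY and DAPI two-channel analysis. Evaluation: percent inhibition of filter-corrected integrated lipid droplet intensity per well.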
Dynein transport: dynein cargo transport inhibition. 3617.4 mouse cells, GR-EGFP nuclear translocation imaging; test concentration mostly 20 µM; stimulated with dexamethasone, 1 µM; stronger effect = lower value. z-score, hits read low. hit rate 0.47% among 220,000. AID 1381;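 active means plate z-score of nuclear minus cytoplasmic receptor signal below a set negative limit, without overly bright fluorescence or cell loss, cut at about -3.5 in these data, passing the limit was not always enough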;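 further: z-score of nuclear minus cytoplasmic ring GR-EGFP intensity difference per well; some compounds called inactive have numbers as strong as hits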
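Buffer or medium: tet-free medium with charcoal-stripped serum / Also added: dexamethasone agonist, 1.0 µM final, for 30 min / Timing: induction 48 h, compound 1 h, agonist 30 min / Measured by: high-content fluorescence imaging after fixation / Read-out: nuclear-to-cytoplasmic GR-EGFP distribution per well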
Insulin prom up: MIN6 insulin promoter up-regulation; MIN6 insulin promoter-GFP reporter, high-content imaging; stronger effect = higher value; z-score at 5 µM; hit rate 0.3% among 190,000;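 active means z-score above 3 at 5 µM with at least 500 cells counted in the well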
Myeloid diff MLP: promotes myeloid progenitor differentiation | ER-HoxA9 myeloid progenitors, lysozyme-GFP differentiation, flow cytometry | calls only at 10 µM | hit rate 1% among 360,000;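 active means normalized GFP-positive differentiation at or above the plate's own cutoff, the solvent-only control mean plus 3 SD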;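 further: cells exposed to compound for four days before flow analysis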
b-catenin transl: modulators of beta-catenin nuclear translocation. nuclear translocation activity, % at 5 µM. HeLa beta-catenin nuclear translocation, immunofluorescence imaging. hit rate 0.3% among 190,000;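 active means nuclear translocation activity above 50% at 5 µM, with a well cell count of 50 or more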;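 further: per-cell ratio of nuclear to cytoplasmic median beta-catenin stain intensity; plate controls were DMSO negative control for no effect and GSK-3 inhibitor IX positive control for full effect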
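Assay system: human HeLa cells, native beta-catenin; doses: 5 µM primary, 0.02–20 µM confirmation; incubation: compound treatment 24 h, 37°C, 5% CO2; technique: fluorescence imaging of beta-catenin antibody stain plus DAPI; measure: % activation, nuclear-to-cytoplasmic median beta-catenin signal ratio per cell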
Dynein transport cytoplasmic EGFP: recorded beside Dynein transport, whose call it bears; z-score; measured here: cytoplasmic GR-EGFP intensity; stronger effect = higher value
Dynein transport nuclear GR-EGFP: second read-out of Dynein transport, no call of its own (marks repeat the call); z-score; measured here: nuclear GR-EGFP intensity;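 lower value marks the stronger effect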
Dynein transport cell count: recorded beside Dynein transport, whose call it bears; z-score; measured here: cell count per field
Insulin prom up cell count: further read-out of Insulin prom up, marked with its call; cell count; measured here: cytotoxicity, nuclei count;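 total cells summed across four imaged fields per well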
Lipid droplet cells 6.5 µM: further read-out of Lipid droplet, marked with its call; cell count; measured here: cell count, cytotoxicity flag;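 cells counted across two imaged fields per well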
b-catenin transl cell count 5 µM: also measured in b-catenin transl; calls as there; cell count; measured here: cell count, cytotoxicity flag
T cell modulator vesicle-bound %: recorded beside T cell modulator, whose call it bears; double positive events, %; measured here: CD8+ vesicle-bound cell fraction;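 binding gate set so that unloaded-vesicle control wells show 10% double positive cells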
MT stabilize HCS Hoechst-high %: also measured in MT stabilize HCS; calls as there; % Hoechst-high responders; measured here: nuclear condensation Hoechst responders;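 share of cells brighter than vehicle mean plus two SD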
MT stabilize HCS cytotoxicity %: recorded beside MT stabilize HCS, whose call it bears; toxicity, %; measured here: cytotoxicity by cell density;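 0% = mean cell density of plate MIN control wells and 100% = no cells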
Myeloid diff MLP GFP+ MAC1+ %: further read-out of Myeloid diff MLP, marked with its call; GFP+ MAC1+ double positive, %; measured here: differentiation confirmed by MAC1 staining
Numbers without * were called inactive; i = inactive; x = not tested or not shown. Outcome played no part in choosing rows (roughly 3% active in at least one column).

SMILES	PMI inhibitors	T cell modulator	T cell modulator vesicle-bound %	TNAP activators	MT stabilize HCS	MT stabilize HCS Hoechst-high %	MT stabilize HCS cytotoxicity %	Lipid droplet	Lipid droplet cells 6.5 µM	Dynein transport	Dynein transport cytoplasmic EGFP	Dynein transport nuclear GR-EGFP	Dynein transport cell count	Insulin prom up	Insulin prom up cell count	Myeloid diff MLP	Myeloid diff MLP GFP+ MAC1+ %	b-catenin transl	b-catenin transl cell count 5 µM
Cn1c(OCc2cccnc2)nc2c1c(=O)n(Cc1ccc(F)cc1)c(=O)n2C	x	i	19	x	x	x	x	5	711	-1.1	-0.26	0.21	0.91	-0.14	1099	i	0.4	-0.7	1328
Cc1ccc(C(=O)N2CCN(c3cc4c(cc3[N+](=O)[O-])n(C)c(=O)n4C)CC2)cc1	3%	i	39	1.1	4.3	3.4	19	x	x	0.048	-0.41	0.0079	0.54	-2.5	1041	i	1.4	x	x
CC(=O)c1ccc(N2CCN(C(=S)Nc3cc(C)ccc3C)CC2)cc1	10%	i	49	1.1	3.9	3.1	5.8	-1	669	1.4	-0.24	1.1	-1	-0.48	1497	i	0.3	-2.2	1114
Cc1nc2ccccc2c(=O)n1NC(=O)c1ccc([N+](=O)[O-])cc1	-10%	i	45	1.1	2.7	2.2	1.3	-4	611	1.7	-0.14	1	-0.8	0.32	1107	i	0.3	2.7	1132
CCc1ccc(NC(=S)Nc2ccc3cn[nH]c3c2)cc1	13%	i	14	1.1	2.5	3.1	5.8	-23	680	-0.25	-0.15	-0.44	0.065	-5.3	672	i	0.5	x	x
COCCN(C(=O)CCc1ccc(OC)cc1)c1nnc(-c2ccncc2)s1	-6%	i	36	1.1	2.5	1.3	9.0	-8	710	2.8	0.63	1.5	-0.94	0.55	1547	i	0.6	0.0	896
CC(=O)c1cccc(NC(=O)C(Sc2ncnc3ccccc23)c2ccccc2)c1 (stereo not drawn)	20%	i	41	0.9	2.7	2.3	10	-12	727	0.58	-0.26	0.22	-0.073	1.3	1386	i	0.4	2.3	1018
CCN1C(=O)CC(NCc2ccc3c(c2)OCO3)C1=O (stereo not drawn)	-1%	i	38	1.1	0.7	1.5	1.7	2	692	-0.53	-0.21	-0.27	0.74	0.33	977	i	5.7	x	x
Cc1cc(C)nc(N2CCC(CNC(=O)CCc3ccccc3)CC2)n1	-1%	i	40	0.9	2.4	2.3	7.7	0	510	-0.62	-0.43	-0.41	0.43	-0.09	1717	i	0.4	1.2	1065
Cc1ccc(C)c(S(=O)(=O)N2CCC(c3nc4c(nnn4Cc4ccc(F)cc4)c(=O)[nH]3)CC2)c1	16%	i	41	1.1	3.0	2.8	4.8	x	x	0.34	-0.29	0.28	-0.3	-0.14	1560	i	0.9	0.3	1393
CCC(C)[C@H](NC(=O)NCc1ccc(OC)c(OC)c1)C(=O)O (stereo partly drawn)	x	i	23	x	x	x	x	14	704	-0.56	-0.27	0.13	0.71	0.1	1133	i	0.7	-0.5	1349
CC(C)C(c1nnnn1CC1CCCO1)N1CCN(Cc2ccc3c(c2)OCO3)CC1 (stereo not drawn)	17%	i	19	1.1	3.1	2.4	3.7	-1	679	1.4	-0.11	0.83	0.26	0.53	1273	i	3.1	-1.0	1032
Cc1csc(N(C(=O)Cc2ccccc2F)c2ccccc2)n1	3%	i	5	1.3	2.5	1.5	2.9	-14	569	-0.37	-0.24	0.0091	0.14	-0.85	1504	i	0.5	0.8	1074
O=C(C[n+]1cn(C(F)F)c2ccccc21)c1ccc(OC(F)F)cc1	-8%	i	29	1	3.4	2.0	5.0	-6	683	-0.41	-0.023	0.41	-0.31	0.48	1554	i	0.5	-6.1	1105
COC(=O)CSc1nnc(C2COc3ccccc3O2)n1-c1ccccc1 (stereo not drawn)	12%	i	8	1.1	2.8	2.1	19	1	754	0.52	-0.26	0.52	0.76	0.48	1373	i	0.6	0.9	958
COc1ccc(OCc2n[nH]c(=S)o2)cc1	11%	i	55	1.1	0.8	1.4	6.1	-6	762	-0.32	0.19	0.16	0.91	x	x	i	0.4	1.4	1055
O=C(Nc1ncnc2c1CCC2)C12CC3CC(CC(C3)C1)C2	17%	i	5	1.1	4.0	2.4	6.0	x	x	0.37	-0.24	0.2	0.12	-0.12	1620	i	8.1	-1.4	1374
COc1ccc(/C=C2\S/C(=N/S(=O)(=O)c3cccs3)NC2=O)cc1	-20%	i	39	1.1	1.4	1.8	6.5	-2	706	-0.53	-0.19	-0.64	0.42	-0.19	1320	i	0.1	-2.9	1096
CC(Cc1ccccc1)NC(=O)C1(c2ccccc2)CCOCC1 (stereo not drawn)	22%	i	26	1.1	1.8	0.8	7.7	-1	747	0.9	-0.15	0.55	-0.024	0.36	1267	i	0.4	-0.9	1207
Cc1ccc(S(=O)(=O)N2CCC(O)(c3cccnc3)CC2)cc1	-10%	i	13	1.1	1.7	0.8	3.2	-2	735	0.54	-0.2	0.31	0.13	0.39	800	i	0.4	x	x
CN(CC1CCOCC1)C(=O)CC1C(=O)NCCN1Cc1cccc(Oc2ccccc2)c1 (stereo not drawn)	8%	i	56	1.1	3.4	2.5	4.8	-2	730	-1.2	0.9	-0.46	0.77	-0.97	1349	i	0.4	-1.4	1155
Cc1cccc(-c2nc(C#N)c(N3CCCCCC3)o2)c1	7%	i	44	1.1	2.8	0.8	53	12	758	-0.6	-0.27	-0.01	-0.53	-0.8	1280	i	1.5	-1.0	1036
O=C(c1ccc(Cl)cc1)N1CCN(c2cccc3[nH]ccc23)CC1	x	i	55	x	x	x	x	4	692	-0.08	-0.25	-0.25	0.76	0.22	1313	i	0.9	-0.3	1290
O=C(Cc1csc(NC(=O)c2ccccc2)n1)NO	68%*	i	12	1.3	1.6	2.9	3.6	1	750	0.27	-0.23	0.0076	-1.2	0.29	1365	i	0.5	-2.2	1148
O=C(COC(=O)Cc1ccccc1F)Nc1ccc2c(c1)OCO2	5%	i	48	1	4.3	1.9	8.0	6	696	0.34	-0.32	0.46	-1.3	0.03	1279	i	0.1	-3.1	1109

Other compounds follow:
SMILES	PMI inhibitors	T cell modulator	T cell modulator vesicle-bound %	TNAP activators	MT stabilize HCS	MT stabilize HCS Hoechst-high %	MT stabilize HCS cytotoxicity %	Lipid droplet	Lipid droplet cells 6.5 µM	Dynein transport	Dynein transport cytoplasmic EGFP	Dynein transport nuclear GR-EGFP	Dynein transport cell count	Insulin prom up	Insulin prom up cell count	Myeloid diff MLP	Myeloid diff MLP GFP+ MAC1+ %	b-catenin transl	b-catenin transl cell count 5 µM
COc1ccc(C2C(CC(=O)O)=C(O)C(=O)N2c2ccccc2)cc1 (stereo not drawn)	9%	i	17	1	3.3	1.4	16	x	x	-1.2	-0.22	-0.28	0.47	0.88	1351	i	0.7	-1.9	1467
COC(=O)CSC(=S)N1C(C)CCCC1C (stereo not drawn)	-4%	i	6	1.1	1.3	0.9	3.7	4	689	0.57	-0.29	0.2	0.72	x	x	i	0.4	-0.1	1074
CCCCN(CC)C(=S)Nc1ccc2nc3n(c(=O)c2c1)CCCCC3	11%	i	6	1.1	3.3	2.7	6.2	-8	665	0.24	-0.24	-0.3	-0.43	-0.63	1175	i	2.0	x	x
NC(=O)CSc1nnc(C2CC2)n1Cc1ccccc1	8%	i	43	1.2	2.3	2.2	9.8	x	x	0.047	-0.22	0.12	0.32	0.68	1564	i	0.9	-2.4	933
Cn1cc(Cl)c(C(=O)NC2CCCCCC2)n1	3%	i	27	1.2	2.8	1.8	2.9	-3	692	-0.21	-0.18	-0.23	0.91	-0.11	1210	i	6.9	0.1	1030
Cc1cc(C)c2nc(SCCC#N)nc(C)c2c1	3%	i	43	1	4.6	4.0	13	x	x	-0.77	-0.11	0.11	0.26	-0.47	1039	i	0.2	-4.4	931
COc1ccc(N2CCN(c3nc(Cl)nc(Nc4ccc(F)cc4)n3)CC2)cc1	5%	i	36	1.1	2.2	2.4	5.5	-17	677	-0.58	-0.3	-0.42	-0.1	-0.85	1041	i	0.8	x	x
CCC(C)NC(=O)c1ccc(C(=O)c2ccccc2)cc1 (stereo not drawn)	-7%	i	43	1	3.0	3.3	12	8	659	-0.52	-0.24	-0.33	0.86	-1.1	1243	i	0.5	0.7	1129
CCn1c(COc2ccccc2)nc2ccccc21	-6%	i	16	1.1	4.3	3.6	6.3	-25	762	-0.2	-0.28	-0.14	0.29	x	x	x	x	x	x
COc1ccccc1N1CCN(C(c2ccccn2)c2nnnn2C2CCCCC2)CC1 (stereo not drawn)	3%	i	30	1.1	4.2	2.0	4.6	-8	804	0.23	-0.11	0.45	0.3	0.23	904	i	1.4	-0.3	978

Just MT stabilize HCS, T cell modulator vesicle-bound % and b-catenin transl, for 2 of the compounds above:
molecule	MT stabilize HCS	T cell modulator vesicle-bound %	b-catenin transl
O=C(C[n+]1cn(C(F)F)c2ccccc21)c1ccc(OC(F)F)cc1	3.4	29	-6.1
COC(=O)CSc1nnc(C2COc3ccccc3O2)n1-c1ccccc1 (stereo not drawn)	2.8	8	0.9
